# SW480 rereplic: DNA re-replication induction in SW480 cells; SW480 DNA re-replication, Hoechst DNA content imaging, 48 h; Potency, µM (titrated, usually from 46.1 µM), for inactives: top-dose re-replication activation, hits mostly activators; actives 1.8% (n = 340,000); further: potency means the concentration at half of the fitted maximal effect; % of control where 0% means no effect; nearly all actives have a fitted effect of over 55% in size
#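 First, 250 cells per well were seeded. Next, compound or vehicle (23 nL) was pinned in, plates sat 48 hr at 37 C. Finally Hoechst was added for 40 min before fluorescence scanning.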
# IL-1B inflam inh: inhibitors of inflammasome signaling (IL-1 beta secretion) | AID 743279 | THP-1 LPS/ATP IL-1B secretion, AlphaLISA, 16 h; active compounds read low | activity change, % at 57.5 µM | actives 4.7% (n = 360,000); in the data active means activity change below about -50%; inconclusive means mostly about -30% to -49%; further: on the % scale 0 is the no-effect control and ±100 the full control effect
#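 THP-1 cells pretreated 1 hr with compounds (up to 57.5 uM final), then stimulated with LPS (250 ng/mL final) plus ATP (1.25 mM final); secreted IL-1B measured by AlphaLISA after 16 hr, decreased signal indicating inhibition.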
# KB-3-1 tox: kills parental KB-3-1 adenocarcinoma cells; AID 1347075; actives 1.4% (n = 400,000); KB-3-1 viability, CellTiter-Glo ATP luminescence, 72 h; Potency, µM (titrated, usually from 46.1 µM), without a hit: top-dose activity change, negative = cytotoxic, hits mostly cytotoxic; further: potency means the concentration at half of the fitted maximal effect; on the % scale 0 is the no-effect control and ±100 the full control effect; nearly all actives have a fitted effect of over 60% in size
#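 72 h, 37 °C compound treatment of KB-3-1 parental cells; CellTiter-Glo added, 10 min, luminescence read. Data corrected against DMSO-only plates and normalized before curve fitting.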
# HT1080 IDH1KD tx: HT-1080 IDH1 knockdown cell toxicity (counter line); Potency, µM (series often up to 46.1 µM), inactives show at the top dose activity, negative = toxicity, actives largely listed as cytotoxic; actives 2% (n = 360,000); HT-1080 IDH1 knockdown viability, ATP luminescence, 48 h;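 further: potency means the concentration at half of the fitted maximal effect; 0% = DMSO wells and -100% = cell-free medium wells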
#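 Assay cells: HT-1080 with IDH1 knockdown, 750 per well, RPMI/5% FBS. Exposure: 48 h at 37 °C following 2 h pre-incubation. Read: CellTiter-Glo luminescence; fitted concentration-response, curve class assigned.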
# ATXN viability: viability counter-screen for ATXN expression inhibitors; S2 cells (HEK-293 line with an ATXN2-luciferase reporter) viability, CellTiter-Fluor protease fluorescence, 24 h; Potency, µM (titrated, usually from 56.7 µM), hits mostly cytotoxic; actives 0.49% (n = 400,000); AID 651635; further: potency means the concentration at half of the fitted maximal effect; nearly all actives have a fitted effect of over 40% in size
# HT1080NT lethal: kills 2HG-producing HT-1080-NT fibrosarcoma cells; HT-1080-NT fibrosarcoma viability, CellTiter-Glo ATP luminescence, 48 h; Potency, µM (series often up to 46.1 µM), without a hit: at the highest dose activity, negative = less viability, hits mostly cytotoxic; actives 1.6% (n = 360,000); AID 686970;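 further: NT is the 2HG producing partner of a matched IDH1 knockdown line; potency means the concentration at half of the fitted maximal effect; 0% = DMSO-treated cells and -100% = media-only wells without cells; nearly all actives have a fitted effect of over 55% in size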
#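 Fibrosarcoma NT cells, 750 per well in 5% FBS RPMI, were exposed to compound for 48 hours. Viability: CellTiter-Glo luminescence.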
# HepG2 tox: counter-screen for TGF-b inhibitors: cytotoxicity in HepG2 cells. HepG2 CAGA-GFP viability, ATP luminescence, 18 h. Potency, µM (titrated, usually from 46.1 µM), for the others: at the top dose activity change, negative = cytotoxicity, usual class: cytotoxic. actives 0.76% (n = 410,000). AID 588856; further: potency means the concentration at half of the fitted maximal effect; some results filed as inactive show a strong effect at the top dose
#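 HepG2 CAGA-GFP cells (1000/well, DMEM with 1% FBS) received compound, then TGF-beta at 500 pg/mL final, and were incubated 18 hours at 37 degrees C. Viability was read by CellTiter-Glo luminescence. Media-only wells were set as complete cell-killing and DMSO as no toxicity.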
# MCF10A rerep: DNA re-replication induction in MCF 10a cells | MCF 10A DNA re-replication, Hoechst nuclear intensity, 48 h | Potency, µM (highest dose often 46.1 µM), for the others: at the top dose activity, positive = re-replication, actives largely listed as activators | AID 624296 | actives 2.9% (n = 350,000); further: potency means the concentration at half of the fitted maximal effect; % of control where 0% means no effect; nearly all actives have a fitted effect of over 50% in size
# ATXN2 expr inh: reduces ATXN2 reporter expression in HEK-293 cells. Potency, µM (series often up to 57 µM), for inactives: at the highest dose activity change, negative = inhibition, usual class: inhibitors. HEK-293 ATXN2-luciferase reporter, luminescence, 24 h. actives 0.72% (n = 360,000). AID 1745845; further: potency means the concentration at half of the fitted maximal effect; on the % scale 0 is the no-effect control and ±100 the full control effect; nearly all actives have a fitted effect of over 55% in size
#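 qHTS (up to 57 uM final) was run with 24 h compound exposure of reporter cells at 37 °C. Each well was multiplexed: SteadyGlo luminescence measured ATXN2-luciferase expression after a fluorogenic Gly-Phe-AFC viability readout (25 uM final).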
# The depositor's hits bear a star; i = inactive; ? = inconclusive; . = no result given; & = joins results of further samples; [ ] = dose if it differs, or a comment. Unless noted, the call rests on the fitted dose curve; in most records, active means well fitted curve in the direction sought with a large enough effect; inconclusive means small, poorly fitted or top-dose-only effect, or another doubt; inactive means no such curve, though single readings can be large; an effect the other way counts as inactive or inconclusive.
SMILES,SW480 rereplic,IL-1B inflam inh,KB-3-1 tox,HT1080 IDH1KD tx,ATXN viability,HT1080NT lethal,HepG2 tox,MCF10A rerep,ATXN2 expr inh
CCN=c1sc(C(=O)Nc2ccccc2)c(C)n1CC,1%,0,-4%,2%,i,?,-16%,0%,.
CCc1ccccc1NC(=O)NC1CC2CCC(C1)N2Cc1cccs1 (stereo unspecified),-2%,-6,-2%,?,i,1%,7%,?,-10%
O=C(NCc1ccc(Cl)cc1)C(=O)NCC1CCCN1S(=O)(=O)c1cccs1 (stereo unspecified),2%,-22,0%,1%,i,6%,-3%,11%,-1%
CCN(Cc1ccccc1)C(=O)c1c(-c2ccccc2Cl)noc1C,-5%,28,-5%,7%,i,0%,-8%,-1%,-16%
O=C(O)c1ccccc1NC(=O)C1CCN(S(=O)(=O)c2cccc3nsnc23)CC1,?,10,14%,-2%,i,6%,-57%,-1%,-15%
CCOC(=O)c1cc2c(=O)n3ccccc3nc2n(CC2CCCO2)c1=NC(=O)c1cccc(C(F)(F)F)c1 (stereo unspecified),.,.,7%,.,i,.,-17%,.,8%
Cc1cccc(OC(C)C(=O)NC2CCS(=O)(=O)C2)c1C (stereo unspecified),2%,25,-5%,9%,i,3%,-1%,2%,3%
COc1ccc(C2=Nn3c(nnc3-c3ccccc3OC)SC2)cc1OC,0.37µM*,1,0.013µM*,?,i,0.46µM*,-21%&-6%,0.37µM*,8%
COc1cc(/C=N/NC(=O)CNC(=O)/C=C/c2ccco2)cc(OC)c1OC,?,126,10%,-8%,i,5%,-28%,3%,22%
CCOC(=O)c1c(NC(=O)C(C)N2CCN(C(=O)c3ccco3)CC2)sc2c1CCCC2 (stereo unspecified),21%,-57*,?,-27%,?,-17%,-79%,15µM*,?
COc1cccc(C(=O)NC(=S)Nc2cccnc2)c1,-13%,45,13%,4%,i,6%,-4%,-3%,56%[activator]
CCOc1ccccc1Nc1ccc2nonc2c1[N+](=O)[O-],-13%,12,3%,3%,i,9%,23%,0%,-2%
CC(=O)Oc1ccccc1-n1c(C)nc(=O)c(-c2ccccc2)c1C,-14%,.,-9%,7%,i,16%,-26%,-7%,3%
Cc1ccsc1/C=N/n1c(-c2cccnc2)n[nH]c1=S,-5%,-2,1%,16%,i,-5%,3%,8%,2%
O=c1c2nncn2c2cc(C(F)(F)F)ccc2n1CCNc1ncc(C(F)(F)F)cc1Cl,-7%,20,-15%,19%,i,23%,-8%,1%,1%
Cc1ccc(C(=O)N(CCN2CCCCC2)CC2CCCN(C3CCCC3)C2)s1 (stereo unspecified),-2%,0,-14%,-13%,?,?,-10%,1%,22%
Cc1csc(NC(=O)CCc2nc3ccccc3s2)n1,7%,-1,-3%,-11%,i,-11%,-29%,16%,3%
CCN(CC(=O)Nc1ccc(NC(C)=O)cc1)C(=O)/C=C/c1ccc([N+](=O)[O-])cc1,-5%,-2,9%,1%,?,2%,2%,11%,-9%
CCNC(=S)N1CCn2cccc2C1c1ccc(F)cc1 (stereo unspecified),-1%,-4,?,-11%,i,0%,-3%,-2%,-29%
COc1ccc(NC(=O)CN(C)S(=O)(=O)c2cccc3cccnc23)cc1,2%,-10,2%,5%,i,9%,-1%,3%,-10%
CCc1ccc(N=CC2=C(O)CC(c3ccco3)CC2=O)cc1 (stereo unspecified),-5%,?,6%,6%,i,1%,0%,6%,-7%
C=CCc1ccc(OCC(O)COc2ccc(CC=C)cc2OC)c(OC)c1,?,-14,0%,-12%,i,?,-110%,?,4%
O=S(=O)(Nc1nc(-c2ccccc2)cs1)c1cc(Cl)ccc1Cl,-2%,24,-3%,-20%,i,-7%,-41%,?,-12%
CCOC(=O)Cc1csc(NC(=O)CN2CCCCC2)n1,27%,-4,-9%,-4%,i,-7%,0%,11%,-6%
Cc1cc2cc(CN(CCCO)S(=O)(=O)c3cccc4nsnc34)c(=O)[nH]c2cc1C,1%,-15,2%,-4%,i,8%,-37%,-1%,-10%

# Reformatted: entries from further up
molecule: COc1ccc(NC(=O)CN(C)S(=O)(=O)c2cccc3cccnc23)cc1
- SW480 rereplic: 2%
- IL-1B inflam inh: -10
- KB-3-1 tox: 2%
- HT1080 IDH1KD tx: 5%
- ATXN viability: i
- HT1080NT lethal: 9%
- HepG2 tox: -1%
- MCF10A rerep: 3%
- ATXN2 expr inh: -10%

molecule: CCN(Cc1ccccc1)C(=O)c1c(-c2ccccc2Cl)noc1C
- SW480 rereplic: -5%
- IL-1B inflam inh: 28
- KB-3-1 tox: -5%
- HT1080 IDH1KD tx: 7%
- ATXN viability: i
- HT1080NT lethal: 0%
- HepG2 tox: -8%
- MCF10A rerep: -1%
- ATXN2 expr inh: -16%

# The listing picks up, starting 5 compounds before the break.
SMILES,SW480 rereplic,IL-1B inflam inh,KB-3-1 tox,HT1080 IDH1KD tx,ATXN viability,HT1080NT lethal,HepG2 tox,MCF10A rerep,ATXN2 expr inh
CCc1ccc(N=CC2=C(O)CC(c3ccco3)CC2=O)cc1 (stereo unspecified),-5%,?,6%,6%,i,1%,0%,6%,-7%
C=CCc1ccc(OCC(O)COc2ccc(CC=C)cc2OC)c(OC)c1,?,-14,0%,-12%,i,?,-110%,?,4%
O=S(=O)(Nc1nc(-c2ccccc2)cs1)c1cc(Cl)ccc1Cl,-2%,24,-3%,-20%,i,-7%,-41%,?,-12%
CCOC(=O)Cc1csc(NC(=O)CN2CCCCC2)n1,27%,-4,-9%,-4%,i,-7%,0%,11%,-6%
Cc1cc2cc(CN(CCCO)S(=O)(=O)c3cccc4nsnc34)c(=O)[nH]c2cc1C,1%,-15,2%,-4%,i,8%,-37%,-1%,-10%
COCc1ccc(CN2CCC(CO)(CC3CCCCO3)CC2)o1 (stereo unspecified),-2%,9,3%,16%,i,14%,-13%,-1%,-3%
CC1CCCN(C(=O)c2ccncc2)C1 (stereo unspecified),-6%,8,10%,20%,i,19%,4%,?,1%
O=c1[nH]c(C2CCCN(S(=O)(=O)c3ccccc3F)C2)nc2c1nnn2Cc1ccccc1Cl (stereo unspecified),21%,15,-2%,?,?,?,-3%,?,-7%
Cc1ccc(SCc2cc(=O)[nH]c(N3CCN(Cc4ccccc4)CC3)n2)cc1,-3%,11,1%,5%,i,5%,12%,1%,-12%
COCCn1c(CN2CCC(Cc3ccccc3)CC2)nc2c1c(=O)n(C)c(=O)n2C,2%,-22,?,-2%,i,-3%,14%,14%,-33%
CSc1nc(N)n(-c2cc(C(F)(F)F)ccn2)n1,-1%,16,0%,4%,i,?,-2%,0%,20%
c1ccc(Cn2nnnc2C(c2ccncc2)N2CCOCC2)cc1 (stereo unspecified),15%,-7,2%,1%,i,1%,7%,4%,4%
O=P(c1ccccc1)(c1ccccc1)C(O)c1ccccn1 (stereo unspecified),-8%,3,2%,-2%,i,-5%,-2%,0%,.
COc1ccc(-n2nc3c(=O)[nH][nH]c3cc2=O)cc1,-13%,-3,1%,-7%,i,2%,-7%,-2%,-14%
O=C(NNC(=O)c1ccc2c(=O)n3c(nc2c1)CCC3)c1ccc(Cl)cc1,-1%,0,-3%,-7%,i,4%,6%,0%,.
O=C(c1ccc(S(=O)(=O)N2CCC(c3nc4ccccc4s3)CC2)cc1)N1CCCCC1,-7%,20,4%,4%,i,1%,-1%,-3%,2%
O=C(O)c1cc(N=Nc2c(O)ccc3ccccc23)cc(C(=O)O)c1,-7%,36,0%,-8%,?,0%,14%,-3%,-1%
Cc1nn(-c2ccccc2)c(C)c1NC(=O)COc1ccc(Br)cc1Cl,-5%,-9,15µM*,?,i,?,-27%,?,?
CCCC(C)c1nnc(NC(=O)COc2ccc3c(c2)OCO3)s1 (stereo unspecified),0%,-2,1%,?,i,?,-54%,40%,-13%
CC(C)(C)c1n[nH]c(=S)n(N)c1=O,-4%,2,8%,-5%,i,-2%,-21%,-1%,7%
COc1ccc(Cc2c(C3CCCCC3)nc3c(C)cc(Br)cn23)c(C)c1,.,6,-19%,?,?,?,-23%,.,-10%
O=C1N=C(N2CCOCC2)SC1=Cc1ccco1,-9%,-4,?,5%,i,12%,1%,-21%,9%
COC(=O)CCCCCCCCC(O)CN1CCCCC1 (stereo unspecified),-7%,-2,18%,17%,i,6%,4%,-2%,8%
COc1cc(C(=O)OCC(=O)Nc2cccc(S(=O)(=O)N3CCCC3)c2)ccc1OCC(C)C,-11%,13,7%,-19%,i,-3%,-14%,4%,-2%
CNc1ncnc2c1ncn2[C@H]1CN(CCc2ccccc2)C[C@@H](CO)O1,.,20,0%,3%,i,28%,3%,.,17%
Cc1ccc(-c2cc(C(=O)N3CC(C)OC(C)C3)c3ccccc3n2)o1 (stereo unspecified),-5%,-8,5%,-14%,i,-3%,-42%,2%,23%
O=C(CN1CCN(S(=O)(=O)c2cccc(F)c2)CC1)NCC1(N2CCOCC2)CCCCC1,-19%,-16,-2%,2%,i,1%,-6%,6%,2%
O=C(CCCN1C(=O)[C@H]2CC=CC[C@H]2C1=O)NCc1nc(-c2ccc(Cl)cc2)no1,-2%,-10,-1%,-30%,i,-17%,2%,3%,?
COc1ccc(S(=O)(=O)N2CCC(C(=O)Nc3cc(Cl)ccc3N3CCOCC3)CC2)cc1OC,-438%[inhibitor],?,-17%,-12%,?,-19%,-10%,2%,-1%
COc1ccc(C2(SCC(N)C(=O)O)c3ccccc3-c3ccccc32)cc1 (stereo unspecified),0%,2,6%,5%,i,?,-1%,1%,1%
COc1ccc(C(=O)CSc2nnc(C3CCCCC3)n2N)c(OC)c1,-3%,-10,-14%,-17%,i,-20%,4%,16%,1%
CCOC(=O)C1=CCN(S(=O)(=O)c2ccc(C)cc2)[C@H]1c1ccccc1Cl,.,2,?,?,?,-30%,-3%,.,-34%
CCn1nc(C)c(CCN(C)C(=O)Nc2cc(Cl)ccc2C)c1C,.,.,1%,.,i,.,-4%,.,7%
OC(CN1CCCC(C(F)(F)F)C1)c1ccccc1 (stereo unspecified),4%,3,-2%,-1%,i,-3%,-4%,1%,6%

# High-throughput results (PubChem BioAssay)
